# PGK inhibitor = T. brucei PGK inhibition; Potency, µM (highest dose often 57.5 µM), without a hit: at the top dose activity change, negative = inhibition, actives largely listed as inhibitors; PGK/GAPDH coupled, Kinase-Glo luminescence, 60 min; 380,000 tested, 0.043% active; also: potency is read from the fitted curve at half-maximal effect; % is scaled to controls: 0 for no effect and ±100 for the full control effect; nearly all actives have a fitted effect of over 60% in size
# Target sequence (P07378 whole entry, looked up): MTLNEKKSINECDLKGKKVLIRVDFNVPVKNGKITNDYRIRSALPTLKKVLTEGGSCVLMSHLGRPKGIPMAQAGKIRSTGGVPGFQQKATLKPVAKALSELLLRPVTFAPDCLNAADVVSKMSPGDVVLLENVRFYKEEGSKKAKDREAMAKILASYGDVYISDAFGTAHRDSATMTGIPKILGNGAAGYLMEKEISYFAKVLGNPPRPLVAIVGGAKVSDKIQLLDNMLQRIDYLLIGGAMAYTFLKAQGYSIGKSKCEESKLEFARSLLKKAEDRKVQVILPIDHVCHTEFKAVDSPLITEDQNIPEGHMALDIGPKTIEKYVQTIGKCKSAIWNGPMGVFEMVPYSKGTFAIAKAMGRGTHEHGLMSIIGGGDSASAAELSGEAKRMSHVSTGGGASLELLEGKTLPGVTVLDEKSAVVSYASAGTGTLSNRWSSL
#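 Luminescent ATP detection (Kinase-Glo Plus) follows a 60-minute room-temperature incubation, with wells lacking PGK as controls. Buffer: 100 mM TEA (pH 7.6), 5 mM MgCl2, 0.01% Tween-20. Coupling enzyme GAPDH (100 nM final) supplies unstable 1,3-BPG in-well.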
# USP1 inh = USP1/UAF1 (human) deubiquitinase inhibition. O94782. recombinant USP1/UAF1, Ub-Rhodamine cleavage fluorescence. Potency, µM (series often up to 57.1 µM), for the others: at the top dose activity change, negative = inhibition, hits mostly inhibitors. 390,000 tested, 0.23% active; also: potency is read from the fitted curve at half-maximal effect; % is scaled to controls: 0 for no effect and ±100 for the full control effect; nearly all actives have a fitted effect of over 60% in size; inactives centre near -12
#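 USP1/UAF1 complex (1 nM) preincubated 15 min at room temperature with compound, then Ub-Rho substrate (150 nM final) added. Kinetic fluorescence at 480/540 nm over 6 reads at 60 s intervals; 50 mM HEPES pH 7.8, 0.5 mM EDTA, 0.1 mg/ml BSA, 1 mM TCEP, 0.01% Tween-20.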
# Pin1 inh = human Pin1 inhibition; 390,000 tested, 0.009% active; Potency, µM (highest dose often 115 µM), for inactives: at the highest dose activity, negative = inhibition, most hits filed as inhibitors; Pin1 FP peptide displacement, HiFluor488, 10 min; Q13526; AID 504891; active = well fitted inhibition curve with a large enough effect in the polarisation, with a control signal flat, not every such curve was filed as active; inconclusive = small, poorly fitted or top-dose-only effect, or effect the other way, or a change in a side signal; inactive = no such curve, though single readings can be large or run the other way; the % refers to the polarisation; also: potency is read from the fitted curve at half-maximal effect; % is scaled to controls: 0 for no effect and ±100 for the full control effect
# TrxR1 substrate = rat thioredoxin reductase 1 substrate activity; 390,000 tested, 0.01% active; AID 588456; Potency, µM (titrated, usually from 114 µM), inactives show top-dose activity change, negative = substrate turnover; purified TrxR1 substrate turnover, NADPH consumption readout; also: potency is read from the fitted curve at half-maximal effect; % is scaled to controls: 0 for no effect and ±100 for the full control effect; nearly all actives have a fitted effect of over 50% in size
#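 Rat TrxR1, dispensed at 90 nM, was prereduced with 400 uM NADPH (final) for 5 min at ~22 deg C, then incubated with compound 15 min before 400 uM selenite. A first-read NADPH fluorescence drop versus no-compound background flagged substrates.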
# PI4K2A block = PI4K2A (human) kinase inhibition | purified PI4K2A, ADP-Glo luminescence, 1 h; active compounds read low | Q9BTU6 | 420,000 tested, 0.13% active | activity change, negative = inhibition, % at 76.9 µM; in the data active = activity change below about -50%; inconclusive = mostly about -30% to -49%;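 also: -100% = wells without enzyme as full effect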
#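 PI4K2A activity was measured by ADP-Glo luminescence: enzyme (4 ug/mL stock) and phosphatidylinositol (1.2 mM stock) in Tris pH 7.5/MgCl2/EGTA/Triton X-100 buffer were reacted with ATP (300 microM stock) for one hour at ambient temperature.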
# TrxR1 inh = blocks rat thioredoxin reductase 1; O89049; Potency, µM (doses to about 114 µM), for inactives: top-dose activity change, negative = inhibition, actives largely listed as inhibitors; 390,000 tested, 1% active; recombinant rTrxR1, NADPH fluorescence consumption, selenite substrate; also: potency is read from the fitted curve at half-maximal effect; % is scaled to controls: 0 for no effect and ±100 for the full control effect; nearly all actives have a fitted effect of over 65% in size
#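 Rat TrxR1 (90 nM in the dispensed reagent) was pre-reduced with 400 uM NADPH for 5 min at room temperature, then incubated with compound for 15 min. After 400 uM selenite was added, NADPH fluorescence (Ex 340/Em 450 nm) was followed for 8 min.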
# IDH1 R132H inh = inhibitors of human mutant IDH1 R132H. IDH1-R132H enzyme, NADPH consumption, diaphorase/resazurin fluorescence. Potency, µM (doses to about 76.6 µM), without a hit: at the top dose activity change, negative = inhibition, hits mostly inhibitors. 390,000 tested, 0.093% active. AID 602179; also: potency is read from the fitted curve at half-maximal effect; % is scaled to controls: 0 for no effect and ±100 for the full control effect; nearly all actives have a fitted effect of over 65% in size
#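 IDH1-R132H (0.5 ug/mL) preincubated 30 min with compound, then NADPH (0.016 mM) and alpha-KG (2 mM) added; 80 min at RT, pH 7.5. Remaining NADPH coupled via diaphorase/resazurin to fluorescence (540/590 nm); concentration-response curves normalized to no-enzyme control.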
# HP1b binding inh = inhibitors of HP1-beta chromodomain binding to methylated histone tails | AlphaScreen HP1-beta / biotin-H3K9me3 peptide binding | P83916 | AID 540317 | 390,000 tested, 0.56% active | Potency, µM (doses to about 114 µM), without a hit: top-dose activity change, negative = inhibition, hits mostly inhibitors; also: potency is read from the fitted curve at half-maximal effect; nearly all actives have a fitted effect of over 70% in size; inactives centre near 23
#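 AlphaScreen: HP1-beta (50 nM) preformed 30 min with biotin-H3(1-18)K9me3 peptide (50 nM) in PBS pH 7.4, 0.01% Tween-20. Compound added for 30 min at RT, then streptavidin donor/nickel chelate acceptor beads (10 ug/mL) for 30 min.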
# GLS inh = inhibitors of human glutaminase (GLS). GLS enzymatic activity, qHTS titration. Potency, µM (series often up to 45.5 µM), for inactives: at the highest dose activity change, negative = inhibition, hits mostly inhibitors. 410,000 tested, 0.21% active; also: potency is read from the fitted curve at half-maximal effect; % is scaled to controls: 0 for no effect and ±100 for the full control effect
# Target sequence (O94925 whole entry, looked up): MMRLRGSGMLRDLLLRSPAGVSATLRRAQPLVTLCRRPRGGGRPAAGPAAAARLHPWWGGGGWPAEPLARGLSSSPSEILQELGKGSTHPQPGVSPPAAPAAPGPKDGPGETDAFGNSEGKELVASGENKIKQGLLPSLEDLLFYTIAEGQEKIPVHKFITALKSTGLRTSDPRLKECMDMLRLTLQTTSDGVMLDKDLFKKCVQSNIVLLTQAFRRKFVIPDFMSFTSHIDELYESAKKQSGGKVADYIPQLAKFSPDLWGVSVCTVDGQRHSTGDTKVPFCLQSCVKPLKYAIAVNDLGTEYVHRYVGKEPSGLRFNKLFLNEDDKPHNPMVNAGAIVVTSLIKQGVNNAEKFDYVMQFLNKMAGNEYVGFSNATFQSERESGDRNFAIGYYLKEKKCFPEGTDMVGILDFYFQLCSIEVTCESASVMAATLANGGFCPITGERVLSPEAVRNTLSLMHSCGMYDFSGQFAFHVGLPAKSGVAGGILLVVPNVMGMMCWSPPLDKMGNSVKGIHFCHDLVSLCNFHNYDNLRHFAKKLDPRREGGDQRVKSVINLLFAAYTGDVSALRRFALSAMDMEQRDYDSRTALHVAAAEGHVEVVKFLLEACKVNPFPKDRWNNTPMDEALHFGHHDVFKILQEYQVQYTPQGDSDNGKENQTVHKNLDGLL
#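 Assay buffer: 45 mM KH2PO4 pH 8.2, 0.02% Tween-20. hKGA acts on L-glutamine (1 mM solution added); product glutamate is reported by an oxidase/peroxidase Amplex Red coupling, with fluorescence taken at baseline and 30 min.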
# * marks the source's active call; other numbers are inactive results; i = inactive; ? = inconclusive; . = no result given; & = joins results of further samples; [ ] = dose if it differs, or a comment. Unless noted, calls follow the shape of the dose curve; as a rule, active = well fitted curve in the direction sought with a large enough effect; inconclusive = small, poorly fitted or top-dose-only effect, or another doubt; inactive = no such curve, though single readings can be large; an effect the other way counts as inactive or inconclusive.
SMILES,PGK inhibitor,USP1 inh,Pin1 inh,TrxR1 substrate,PI4K2A block,TrxR1 inh,IDH1 R132H inh,HP1b binding inh,GLS inh
Cc1ccc(C2=NN(CC(=O)NCCc3ccc(Cl)cc3)C(=O)CC2)cc1,-3%,-9%,-2%,4%[57.1 µM],-13,18%[57.1 µM],2%,59%[activator],0%
C=CCOc1ccc(/C=N/NC(=O)CN2CCOCC2)cc1OCC,-8%,-20%,3%,-6%[57.1 µM],1,-9%[57.1 µM],-9%,43%[activator],5%
COc1ccccc1OCC(=O)N1CCCCCCC1,-5%,-3%,4%,0%,-11,11%,2%,44%[activator],4%
Cc1c(NC(=O)CS(=O)(=O)c2ccccc2)c(=O)n(-c2ccccc2)n1C,-1%,-18%,0%,10%[57.1 µM],0,11%[57.1 µM],1%,39%,-5%
O=C(CSc1nnnn1Cc1ccccc1)Nc1cccc(F)c1,i,-15%,-12%,-6%,4,3%,12%,5%,-3%
Cc1ccc(OCCNC(=O)c2cccc(S(=O)(=O)N3CCN(C)CC3)c2)cc1,3%,-7%,-1%,0%,-2,14%,-6%,28%,-1%
C[C@@H]1CCCCO[C@@H](CN(C)Cc2ccc3c(c2)OCO3)[C@@H](C)CN([C@H](C)CO)C(=O)c2cc(N(C)C)ccc2O1,-5%,-26%,.,.,-6,.,0%,.,10%
CCCCC1(C)NC(=O)N(CC(=O)Nc2ccc(S(=O)(=O)N3CCOCC3)cc2)C1=O (centres undefined),i,-13%,3%,-5%,2,-2%,2%,22%,-12%
CCN(CCn1cccn1)C(=O)CCc1nnc(C2(c3ccc(Cl)cc3)CCC2)o1,-9%,4%,5%,3%[57.1 µM],-9,10%[57.1 µM],3%,-1%,20%
O=C(O)CCC(=O)NNC(=O)c1ccc(Br)cc1,3%,-8%,-1%,9%[57.1 µM],8,8%[57.1 µM],0%,24%,11%
CC(C)Cn1c(-c2cc(Br)ccc2F)nc2c1c(=O)[nH]c(=O)n2CC(C)C,9%,-27%,2%,12%,6,6%,-20%,4%,-10%
O=C(Nc1cccc([N+](=O)[O-])c1)c1ccccc1,1%,-20%,-6%,0%,3,15%,-3%,15%,-9%
Cc1ccn2cc(C(=O)N3CCCC(Nc4ccc(F)cc4)C3)nc2c1 (centres undefined),i,-7%,-12%,-5%,-4,2%,7%,3%,20%
CN1C/C(=C/c2cccs2)C(=O)/C(=C\c2cccs2)C1,-3%,-18%,7%,1%,2,?,-2%,?,8%
Cc1sc2ncn(CC(=O)N3CCCC(C)C3)c(=O)c2c1S(=O)(=O)N1CCCCC1 (centres undefined),-2%,-15%,3%,-3%,-3,7%,-16%,-15%,10%
COC(=O)CC(N)c1ccc(OC)c2ccccc12 (centres undefined),-7%,-15%,-9%,17%,3,27%,3%,57%[activator],7%
Cc1cc(SC(C)C(=O)NCC(=O)Nc2ccc(F)c(F)c2F)nc2ccccc12 (centres undefined),-7%,-5%,24%,-9%,-1,-16%,2%,35%,-5%
Nc1c(C(=O)Nc2ccc(Cl)cc2)sc2nc(N3CCOCC3)c3c(c12)CCCC3,4%,-3%,6%,0%,-19,-19%,6%,13%,5%
COc1ccccc1CC1CC(=O)N(c2ccccc2)C1=O (centres undefined),0%,-19%,-2%,3%,-1,21%,9%,32%,-5%
Cc1ccc(C(=O)Nc2nnc(C3=COCCO3)o2)cc1C,i,-7%,11%,-13%,-6,17%[57.1 µM],1%,30%,3%
C=CCNCC(=O)Nc1ccccc1SCC(=O)Nc1ccsc1C(=O)OC,11%,-11%,-1%,7%[57.1 µM],1,9%[57.1 µM],-5%,-1%,17%
COc1ccc(S(=O)(=O)N2CCN(C(=O)c3cc(C)oc3C)CC2)cc1OC,-2%,-18%,0%,4%,-1,-3%,0%,49%[activator],3%
COCCn1c(SCC(=O)Nc2cc(C)on2)nc2c([nH]c3ccccc32)c1=O,i,-26%,.,.,5,.,14%,.,1%
CCOc1ccc(N/C(SC)=C(/C#N)C(N)=O)cc1,3%,-14%,0%,2%,3,2%,0%,18%,4%
CC1=CN2C(=N)/C(=C/c3ccco3)C(=O)N=C2S1,-23%,-4%,?,-11%,-10,-11%,0%,7%,-4%
COc1ccc(CNC2CCSc3ccccc32)cc1OC (centres undefined),5%,-7%,-2%,5%[57.1 µM],6,-3%[57.1 µM],1%,?,-8%
CCn1nnnc1SCC(=O)N1CCOCC1,i,-11%,-3%,-4%,7,3%,9%,43%[activator],-12%
CCOC(=O)c1ccc(NC(=O)COc2ccc(CNC3CCCCC3)cc2OC)cc1,-11%,0%,0%,10%[57.1 µM],4,25%[57.1 µM],4%,15%,3%
O=C(CCC1CCN(Cc2ccccc2Cl)CC1)NC1CC1,i,-17%,4%,9%,2,15%,18%,46%[activator],-4%
COc1cccc(Cn2nc(C(=O)O)c3ccccc3c2=O)c1,-1%,-23%,-9%,5%[57.1 µM],0,2%[57.1 µM],3%,15%,1%
O=C(NCCO)c1ccc(-c2nnc(N3CCOCC3)c3ccccc23)cc1,i,-6%,-5%,-14%,8,-19%,10%,24%,0%
Nc1nnc(CC2=CCCCC2)s1,-8%,-11%,-13%,6%,4,11%,2%,42%,10%
O=C(c1ccccc1OC(F)F)N1CCN(S(=O)(=O)c2ccc3c(c2)OCCCO3)CC1,4%,4%,4%,-14%,-5,-13%,-11%,19%,1%
CC1CCN(C(=O)CSc2nnc(CSc3ncccn3)n2C)CC1,-2%,-4%,0%,5%,2,5%,6%,12%,-5%
Cc1ccccc1C(=O)NNC(=O)C(=O)N1CCCCC1,9%,-10%,-8%,-9%,-1,-8%,1%,9%,19%
Cc1ccc(C)c(CN2CCCN(C(=O)Cn3ncc4c3-c3ccccc3OC4)C2)c1,-4%,-22%,4%,-5%,-2,16%,1%,17%,1%
CC(C)(C)c1ccc(C(=O)NCc2nnc(SCC(=O)NC3CCCC3)o2)cc1,-1%,0%,-12%,-11%,5,-7%,8%,8%,8%
O=C(c1ccc2c(=O)n(-c3ccccc3)c(=O)[nH]c2c1)N1CCN(c2ccc(F)cc2)CC1,i,-13%,4%,-10%,3,-15%,2%,36%,.
Cc1ccc(NC(=O)Nc2c(Cl)cccc2Cl)cn1,-1%,-13%,8%,-4%,1,7%,16%,28%,3%
CN(C)C(CNc1ncnc2sc3c(c12)CCCC3)c1ccco1 (centres undefined),i,-6%,0%,-7%[57.1 µM],0,1%[57.1 µM],2%,14%,3%

# An excerpt from above with just TrxR1 substrate, PGK inhibitor and USP1 inh:
Molecule	TrxR1 substrate	PGK inhibitor	USP1 inh
CC1CCN(C(=O)CSc2nnc(CSc3ncccn3)n2C)CC1	5%	-2%	-4%
O=C(O)CCC(=O)NNC(=O)c1ccc(Br)cc1	9%[57.1 µM]	3%	-8%
CCn1nnnc1SCC(=O)N1CCOCC1	-4%	i	-11%

# Continued:
SMILES,PGK inhibitor,USP1 inh,Pin1 inh,TrxR1 substrate,PI4K2A block,TrxR1 inh,IDH1 R132H inh,HP1b binding inh,GLS inh
CCOC(=O)C(=CNc1ccc(N2CCOCC2)cc1)C(=O)OCC,i,-18%,-6%,-13%,2,1%,1%,42%[activator],21%
Nc1ccccc1-n1cccc1,0%,-19%,?,31%[activator],3,-1%,11%,-20%,8%
COc1ccc(NC(=O)c2cc(-c3ccc4c(c3)OCO4)on2)c(OC)c1,-2%,-14%,5%,-1%,-1,15%,-15%,34%,-2%
Cc1ccc(C)c(NC(=O)CN2C(=O)C3CC=CCC3C2=O)c1 (centres undefined),-4%,-23%,.,.,1,.,9%,.,0%
Cc1cccc(N2C(=O)CC(N3CCN(c4ccccn4)CC3)C2=O)c1 (centres undefined),-4%,3%,13%,0%[57.1 µM],6,8%[57.1 µM],2%,20%,1%
C=C1CCN(C(Cc2ccccc2)C(=O)OC)S(=O)(=O)c2ccc(F)cc21 (centres undefined),0%,-24%,?,1%&-14%,3,?,0%,47%&33%[activator],4%
CCOc1cc(C(=O)N2CCn3c4c(c5cc(C)ccc53)CCCC42)cc(OCC)c1OCC (centres undefined),-4%,?,-11%,13%[11.4 µM],-3,18%[11.4 µM],-1%,7%,-4%
Cc1ccc(CN2CCN(C3CCN(C(=O)c4ccccc4)CC3)C(=O)C2=O)cc1,-3%,-12%,-3%,8%[57.1 µM],0,22%[57.1 µM],0%,19%,3%
Cc1ccc(S(=O)(=O)N2CCCCC2)cc1NC(=O)CSc1nnc(C2CC2)n1N,0%,-4%,4%,6%,4,7%,-5%,46%[activator],3%
CC1(C)CC(=O)/C(=C(/O)CCCN2C(=O)c3ccccc3C2=O)C(=NC(C)(C)C)C1,-4%,-7%,1%,0%[57.1 µM],3,10%[57.1 µM],-1%,50%[activator],-4%

# Bioassay records: PubChem, National Center for Advancing Translational Sciences (NCATS)

# Not all compounds are listed, so the mix of outcomes need not match the whole.
